KDM5B inh – blocks human KDM5B histone demethylase activity. KDM5B demethylase, FDH-coupled NADH fluorescence (FDH is formaldehyde dehydrogenase). Q9UGL1. 220,000 tested, 2.6% active. AID 1347165. Potency, µM (highest dose often 57.7 µM), inactives show top-dose activity change, negative = inhibition, actives largely listed as inhibitors; active = well fitted inhibition curve with a large enough effect; inconclusive = small, poorly fitted or top-dose-only effect; inactive = no such curve, though single readings can be large or run the other way; note: 0% is about no effect; nearly all actives have a fitted effect of over 70% in size
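Measured: NADH fluorescence change, 30 min, RT. System: KDM5BΔAP 200 nM final, H3K4me3 peptide, α-KG, Fe(II), ascorbate, NAD⁺ plus FDH, pH 7.5 HEPES. Compounds: titrated, 10 min pre-incubation with enzyme.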
Numbers without * were called inactive; u = inconclusive; [ ] = remark or other dose. Potency is the fitted concentration of half-maximal effect. This is a subset; rates above refer to the full screens.

SMILES | KDM5B inh
COc1ccc(CN(C(=O)c2cccc(OC)c2)C2CCS(=O)(=O)C2)cc1 (centres undefined) | -11%
COc1ccc(C(=O)OCCN(C)C2CN(Cc3cn(Cc4cccc(C)c4)nn3)S(=O)(=O)C2)cc1OC (centres undefined) | 16%
O=C(CSc1ncc(-c2ccc(Br)cc2)o1)NC1CCCCC1 | 9%
COc1ccc(C(=O)N2CCC3(CC2)NC(=O)N(c2ccccc2)N3)cc1F | -32%
Cc1cccc(C2NC(=O)c3c(sc4c3CCN(C)C4)N2)c1O (centres undefined) | u
Cc1ccc(/C=C/C(=O)Nc2nc(-c3cccs3)ns2)cc1 | u
O=C(c1cccc(Cl)c1)N1CCN(Cc2nnnn2C2CC2)CC1 | -2%
CC[N+](C)(CC)CCCOC(=O)C1(c2ccccc2)CCCC1 | 7%
CN(C)c1cccc(Nc2nc3ccccc3nc2NS(=O)(=O)c2cccs2)c1 | -9%
CC1(c2ccccc2)N(Cc2cccnc2)C(=O)OC12CCN(Cc1ccccc1Cl)CC2 (centres undefined) | 6%
Cc1cc(C)[nH]c(=S)n1 | u
Cc1ccc(-n2ncc(C(=O)N3CCN(C4CCCCC4)CC3)c2C2CCN(C(=O)OC(C)(C)C)CC2)cc1 | u
COc1ccccc1CCC(=O)N[C@@H]1CN(c2ccncn2)C[C@H]1CO | 24%
COc1ccc(-c2noc(CSc3nc4ccc(C)cc4[nH]3)n2)cc1 | -25%
CC(=O)c1ccc(OC(=O)c2ccccc2C)cc1 | -8%
O=C1CO[C@H]2CN(c3ncccn3)C[C@H]2N1Cc1ccccc1 | 35µM*
O=C(CCCCCn1c(=O)[nH]c2ccccc2c1=O)N1CCN(c2ccc(Cl)cc2)CC1 | u
CC1CCC(C(C)C)C(OC(=O)COC(=O)c2ccc3c(c2)OCO3)C1 (centres undefined) | 13%
COC[C@@H]1CN(C(=O)c2ccccn2)C[C@H]1c1ccccn1 | -6%
CCCNC(=O)NNC(=O)c1cn(C)c2ccccc12 | 28%
CC1CCC2(CC1)NC(=O)N(CC(=O)NCc1ccc(F)cc1)C2=O (centres undefined) | 0%
COc1ccc(NC(=O)CCNS(=O)(=O)c2cccc3nonc23)cc1 | -5%
CNC(=O)c1cccc(NC(=O)c2ccc(N(C)C)cc2)c1 | 5%
Cc1[nH]c2c(c1C(=O)N1CCCC(CCc3ccc(F)cc3)C1)C(=O)CCC2 (centres undefined) | 26%
COC(=O)c1ccc(C)c(NC(=O)C2CCCN(S(=O)(=O)Cc3ccc(F)cc3)C2)c1 (centres undefined) | 11%
COc1ccc2cc(CN(C)C(=O)CNC(=O)c3ccccc3Cl)ccc2c1 | -1%
CNC(=O)N1CCC(C2CCN(C(=O)Cc3ccccc3)C2)CC1 (centres undefined) | 28%
Cn1nc(-c2nc(C3CCOC3)no2)cc1-c1ccccc1 (centres undefined) | -24%
COC(=O)[C@@H](C)NC(=O)[C@H]1CN(C(=O)c2cccnc2)CCN1S(=O)(=O)c1ccccc1 | -14%
CN(CCC(O)c1ccccc1)Cc1cn(-c2ccccc2)nn1 (centres undefined) | 5%
COc1cccc(CNC(=O)CN2C(=O)COc3ccc(S(=O)(=O)Nc4ccccc4)cc32)c1 | -37%
Cc1ccc(S(=O)(=O)CC(=O)c2ccc(Cl)cc2)cc1C | 6%
Cc1ccc(C)c(C(C)(C)CC(=O)O)c1 | 17%
Cc1ccc(NC(C)C(=O)Nc2sccc2C#N)c(C)c1 (centres undefined) | 4%
CC(C)CCNC(=O)c1cnc2n1CCN(Cc1ccc3c(c1)CCO3)CC2 | -25%[86.2 µM]
CNC(=O)Cc1ccc(-n2c(=O)c3ccccc3n(CC(=O)Nc3ccc(C)c(C)c3)c2=O)cc1 | 3%
O=C(c1ccc2cc[nH]c2c1)N1CCCN(c2cc(-c3ccc(F)cc3)[nH]n2)CC1 | -15%
CCOc1ccccc1NC(=O)c1nnn(CC(=O)Nc2ccccc2CC)c1N | u
CCCN(Cc1cccs1)C(=O)Nc1ccc(Br)cc1F | 11%
COc1ccc2cc(C(=O)N3CCN(C)CC3)[nH]c2c1 | 47%[activator]
Cc1ccc(C(=O)Nc2cccc(CNCc3csc(C)n3)c2)cc1 | 8%
Cc1ccc(CC(=O)N2CCC3(C2)C(=O)N(C)c2ccccc23)cc1 (centres undefined) | -10%
Cc1ccc(C(=O)NN=C2CCCCCC2)s1 | -7%
O=C1CC(c2noc(-c3cccc(F)c3)n2)CN1c1ccc(F)c(Cl)c1 (centres undefined) | 3%
O=C(NC1CCS(=O)(=O)C1)c1cc2sccc2n1Cc1ccccc1Cl (centres undefined) | 5%

Arranged by the number under KDM5B inh (high to low): 3 of the compounds above.
structure | KDM5B inh
Cc1ccc(S(=O)(=O)CC(=O)c2ccc(Cl)cc2)cc1C | 6%
O=C1CC(c2noc(-c3cccc(F)c3)n2)CN1c1ccc(F)c(Cl)c1 (centres undefined) | 3%
Cc1ccc(C(=O)NN=C2CCCCCC2)s1 | -7%

The results go on:
SMILES | KDM5B inh
CN(Cc1ccc(C#N)cc1)Cc1cccc2cnccc12 | u
O=C(Nc1ccc(Cl)c(C(F)(F)F)c1)/C(=C/c1ccc(F)cc1)c1ccc(-c2ccccc2)cc1 | 10%
CCN(C(=O)Cn1c(=O)oc2cc(S(=O)(=O)N3CCCCCC3)ccc21)c1cccc(C)c1 | 2%
Cn1c(CN(CCN2CCCCC2)CC2CCCN(C3CCCC3)C2)nc2ccccc21 (centres undefined) | u
CCOC(=O)CCNCc1ccccc1 | 12%
O=C(Cn1nc2n(c1=O)CCCC2)NCCC1=CCCCC1 | 19%
COc1cccc(CNC(=O)C2CCN(c3nc4c(C)cc(C)cc4s3)CC2)c1 | 16%
Cc1ccc(C)c(S(=O)(=O)Nc2nc3ccccc3nc2Nc2ccc(F)cc2)c1 | -6%
Cc1ccc(NC(=O)N2CCC[C@H]2C(=O)N2CCCCCCNC(=O)CC2)cc1C | 23%
Cc1ccc(C)c(OCC(=O)N2CCN(c3ncccn3)CC2)c1 | 7%
COc1cccc(NC(=S)N2CCCC2c2ccc(OC)c(OC)c2)c1 (centres undefined) | -10%
COc1ccc(-c2[nH]nc3nc(-c4cc(OC)c(OC)c(OC)c4)cc(C(=O)O)c23)cc1 | -10%
CCOc1ccc(S(=O)(=O)N2CCCC(C(=O)NCc3ccncc3)C2)cc1C (centres undefined) | 18%
CCOc1ccccc1CNC(=O)c1c(C)oc2ncnc(N3CCOCC3)c12 | 15%
Cc1cc(C)cc(NS(=O)(=O)c2ccc3[nH]cc(C(=O)NCc4ccccc4Cl)c(=O)c3c2)c1 | 38%[activator]

5 compounds picked at random from those above:
SMILES | KDM5B inh
COc1ccc(-c2[nH]nc3nc(-c4cc(OC)c(OC)c(OC)c4)cc(C(=O)O)c23)cc1 | -10%
CCOc1ccc(S(=O)(=O)N2CCCC(C(=O)NCc3ccncc3)C2)cc1C (centres undefined) | 18%
CCN(C(=O)Cn1c(=O)oc2cc(S(=O)(=O)N3CCCCCC3)ccc21)c1cccc(C)c1 | 2%
COc1cccc(NC(=S)N2CCCC2c2ccc(OC)c(OC)c2)c1 (centres undefined) | -10%
CN(Cc1ccc(C#N)cc1)Cc1cccc2cnccc12 | u

(continued)
SMILES | KDM5B inh
Cc1cc(C(=O)N2CCC3(CC2)CC(C(=O)N2CCOCC2)N(C)C3)nn1C (centres undefined) | 10%
COc1ccc(CNC(=O)CC[C@H]2CNC(=O)[C@@H]3[C@@H](CCN3C(C)C)N2C)cc1 | -29%[86.2 µM]
CCN1CCc2c(sc(-n3cccc3)c2C(CCC(C)C)NC(=O)NCCC(=O)OC)C1 (centres undefined) | u
O=C(c1ccccc1)c1ccc(C(=O)N2CCN(c3nc4ccc(F)cc4s3)CC2)cc1 | -1%
COc1ccc(NC(=O)c2sc3nc(-c4ccc(OC)cc4)cc(C(F)(F)F)c3c2N)cc1 | 7%
CCn1nc(C)c(-c2cc(C(=O)NCC3Cn4cccc4C(=O)N3CCOC)no2)c1C (centres undefined) | 3%
O=C(c1ccc2c(c1)OCO2)N1CCC(Cc2nc(-c3ccccc3)no2)CC1 | 8%
COc1cc(CN2C[C@@H]3C(=O)N(CCc4ccccc4)C(=O)[C@@H]3C2)cc(OC)c1 | -18%
Cn1ncc(N2CCC(C(=O)NCc3ccc(OC(F)(F)F)cc3)C2)cc1=O (centres undefined) | 1%
CCOc1ccc(N(C)C(=O)c2oc(=O)c3ccccc3c2-c2ccccc2)cc1 | -26%
COc1ccc(NC(=O)C2CCCN(S(=O)(=O)c3cccs3)C2)cc1 (centres undefined) | 6%
Cn1c(=O)c2c(SCC(=O)Nc3ccc(F)cc3F)nc(C3CCCC3)nc2n(C)c1=O | -22%
O=C(NCc1nnc2n1C(C(=O)NCc1ccc(F)cc1)CC2)Nc1cccnc1 (centres undefined) | -17%[115 µM]
COc1ccc(C)cc1NC(=O)c1cc(S(=O)(=O)N2CCOCC2)cn1C | -11%
Clc1ccccc1N/N=C/C(Br)=C/c1ccccc1 | -24%

Of the compounds above, these contain two or more sulfur atoms:
SMILES | KDM5B inh
Cc1ccc(/C=C/C(=O)Nc2nc(-c3cccs3)ns2)cc1 | u
CN(C)c1cccc(Nc2nc3ccccc3nc2NS(=O)(=O)c2cccs2)c1 | -9%
O=C(NC1CCS(=O)(=O)C1)c1cc2sccc2n1Cc1ccccc1Cl (centres undefined) | 5%
COc1ccc(NC(=O)C2CCCN(S(=O)(=O)c3cccs3)C2)cc1 (centres undefined) | 6%

Copied from the list.
COc1cc(CN2C[C@@H]3C(=O)N(CCc4ccccc4)C(=O)[C@@H]3C2)cc(OC)c1 – KDM5B inh: -18%
CCOc1ccc(N(C)C(=O)c2oc(=O)c3ccccc3c2-c2ccccc2)cc1 – KDM5B inh: -26%
COc1ccc(CNC(=O)CC[C@H]2CNC(=O)[C@@H]3[C@@H](CCN3C(C)C)N2C)cc1 – KDM5B inh: -29%[86.2 µM]
COc1ccc(NC(=O)c2sc3nc(-c4ccc(OC)cc4)cc(C(F)(F)F)c3c2N)cc1 – KDM5B inh: 7%
O=C(c1ccccc1)c1ccc(C(=O)N2CCN(c3nc4ccc(F)cc4s3)CC2)cc1 – KDM5B inh: -1%
O=C(NCc1nnc2n1C(C(=O)NCc1ccc(F)cc1)CC2)Nc1cccnc1 (centres undefined) – KDM5B inh: -17%[115 µM]

Compound activity deposited in PubChem by National Center for Advancing Translational Sciences (NCATS).
